# Source: PubChem BioAssay
# TPT1 inh = C. albicans TPT1 enzyme inhibition; recombinant caTPT1, FP RNA substrate dephosphorylation; inhibition, % at 5 µM; actives 0.81% (n = 300,000); AID 1962;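 active = inhibition above the mean of all tested compounds plus 3 SD, set per screening campaign, cut at about 24% in these data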;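 also: plate controls were DMSO alone for no effect and ferristatin control at 100 nM for full effect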
# procasp7 counter = counter-screen for procaspase-3 activators: activators of human procaspase-7; recombinant procaspase-7, Ac-DEVD-pNA absorbance 405 nm; D23A/D198A/D206A triple mutant, cannot self-cleave; scale: DMSO 0, 5 µM enzyme 100; AID 463210; actives 0.093% (n = 330,000); P55210; activation, % at 8.5 µM;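 active = percent activation above the screen-wide mean plus 3 SD, cut at about 25% in these data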
# Target sequence (P55210 whole entry D23A/D198A/D206A): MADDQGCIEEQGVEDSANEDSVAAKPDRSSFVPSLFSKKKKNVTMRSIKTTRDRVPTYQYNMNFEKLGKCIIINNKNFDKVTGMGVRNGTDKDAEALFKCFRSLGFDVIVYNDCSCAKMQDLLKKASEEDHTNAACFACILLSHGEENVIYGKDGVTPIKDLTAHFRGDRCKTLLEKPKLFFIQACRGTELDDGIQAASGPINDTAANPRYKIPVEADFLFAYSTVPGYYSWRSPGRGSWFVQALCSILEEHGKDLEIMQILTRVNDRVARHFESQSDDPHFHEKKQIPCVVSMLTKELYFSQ
#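 Detection: p-Nitroaniline absorbance at 405 nm, read at 0 and 120 min; system: Uncleavable procaspase-7 mutant enzyme; evaluation: % activation from two-timepoint absorbance difference, scaled to controls; times: 1 h enzyme–compound preincubation and 2 h substrate reaction, both 25 °C; buffer or medium: Zinc-free HEPES pH 7.4 with 300 mM NaCl, 0.01% Triton X-100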
# procasp3 activ = activates human procaspase-3. P42574. actives 0.11% (n = 330,000). activation, % at 8.5 µM. recombinant procaspase-3 D3A, Ac-DEVD-pNA absorbance 405 nm;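 active = activation above the mean of all tested compounds plus 3 SD, cut at about 21% in these data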;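 also: 0% = DMSO alone and 100% = DMSO wells spiked with extra 5 µM PC-3 D3A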
# Target sequence (P42574 whole entry D9A/D28A/D175A): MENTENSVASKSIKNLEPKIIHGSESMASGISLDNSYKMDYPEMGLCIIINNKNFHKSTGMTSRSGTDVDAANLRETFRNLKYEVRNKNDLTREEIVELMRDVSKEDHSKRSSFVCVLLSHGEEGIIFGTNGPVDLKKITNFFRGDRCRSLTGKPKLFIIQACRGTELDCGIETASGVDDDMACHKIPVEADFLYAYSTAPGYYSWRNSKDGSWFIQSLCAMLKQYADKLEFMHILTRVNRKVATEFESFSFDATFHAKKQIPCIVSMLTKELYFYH
#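 Test system: Procaspase-3 D3A mutant; medium: Zinc-free HEPES/NaCl buffer with 0.01% Triton X-100 at pH 7.4; reagent: DEVD-pNA substrate; doses: one concentration, 8.5 µM nominal, 0.8% DMSO; times: 1 h preincubation plus 2 h reaction at 25 °C; signal: Epi-absorbance at 405 nm of released p-nitroaniline, 0 and 120 min; replicates: singlicate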
# core dimer inh = blocks dimerization of HCV core protein | TR-FRET GST/Flag-core106 dimerization, 1536-well | actives 0.33% (n = 300,000) | AID 1899 | inhibition, % at 5 µM;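 active = inhibition above the mean of all tested compounds plus 3 SD, set per screening campaign, cut at about 45% in these data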
#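 Material: Tagged HCV core106 pair (GST and Flag) | Amount: GST-core106 13.5 nM, Flag-core106 17 nM | Medium: KF-containing HEPES buffer, pH 7.45, DTT, CHAPS, BSA | Reagent: Eu donor and XL665 acceptor anti-tag antibodies | Schedule: 4 h at 22.5 °C | Technique: Time-resolved FRET, ex 340 nm, em 617 and 671 nm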
# Fh CTSL1 inh = counter-screen for PFM18AAP inhibitors: inhibitors of F. hepatica cathepsin L1; recombinant F. hepatica cathepsin L1, Z-Leu-Arg-MCA fluorescence; actives 0.49% (n = 300,000); inhibition, % at 5.96 µM;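 active = inhibition above the mean of all tested compounds plus 3 SD, set per screening campaign, cut at about 17% in these data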;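 also: 0% = plate median of test compound wells and 100% = 1 µM Z-Phe-Ala-diazomethylketone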
# PP5 inh = inhibitors of human protein phosphatase 5 (PP5); P53041; purified PP5c, OMFP substrate fluorescence; actives 0.18% (n = 320,000); inhibition, % at 6.7 µM;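 active = inhibition above the campaign's mean inhibition across all tested compounds plus 3 SD, cut at about 9.5% in these data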;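 also: 0% = DMSO only and 100% = 100 µM cantharidin control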
# Target sequence (P53041 whole entry, looked up): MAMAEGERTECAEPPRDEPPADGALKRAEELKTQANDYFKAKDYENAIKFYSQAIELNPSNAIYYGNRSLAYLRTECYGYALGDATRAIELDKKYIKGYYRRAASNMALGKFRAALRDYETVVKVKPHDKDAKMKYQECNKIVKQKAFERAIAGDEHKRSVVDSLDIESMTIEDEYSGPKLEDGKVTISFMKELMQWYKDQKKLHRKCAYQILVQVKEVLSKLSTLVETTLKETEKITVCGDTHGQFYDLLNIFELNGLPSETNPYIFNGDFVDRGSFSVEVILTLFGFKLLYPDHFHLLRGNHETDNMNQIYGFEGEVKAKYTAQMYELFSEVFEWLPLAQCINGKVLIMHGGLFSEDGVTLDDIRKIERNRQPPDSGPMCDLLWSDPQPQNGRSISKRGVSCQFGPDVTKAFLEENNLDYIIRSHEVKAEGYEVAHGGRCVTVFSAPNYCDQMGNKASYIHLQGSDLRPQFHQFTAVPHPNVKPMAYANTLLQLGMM
# AHR activator = human AHR activation | P35869 | AHR-responsive luciferase reporter cells, luminescence | activation, % at 5 µM | actives 2.5% (n = 320,000) | AID 2796; in the data active = activation above about 47%;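 also: 0% = vehicle wells and 100% = reference agonist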
# PP1 counter = blocks human PP1-alpha phosphatase, a PP5 counter-screen; actives 0.9% (n = 320,000); inhibition, % at 6.7 µM; P62136; purified PP1alpha, OMFP fluorescence;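 active = inhibition above the mean inhibition of all tested compounds plus 3 SD, computed separately for each screening campaign, cut at about 15% in these data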
# PAFAH2 FP inh = PAFAH2 (human) inhibition; inhibition, % at 3.39 µM; AID 492956; Q99487; recombinant PAFAH2, FP-rhodamine activity probe, fluorescence polarization; actives 0.99% (n = 340,000);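 active = inhibition above the mean over all tested compounds plus 3 SD, cut at about 30% in these data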;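 also: inhibitors block probe labeling of enzyme so polarization drops; 0% = enzyme with DMSO and 100% = wells lacking PAFAH2 protein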
# The depositor's hits bear a star; / = no result given.
SMILES,TPT1 inh,procasp7 counter,procasp3 activ,core dimer inh,Fh CTSL1 inh,PP5 inh,AHR activator,PP1 counter,PAFAH2 FP inh
Cc1ccc2nc(CSc3nnc(Nc4ccccc4F)s3)cc(=O)n2c1,0,6,-6,24,-2,1.5,2,-4,2
CCOC(=O)Cc1csc(NC(=O)CSc2ncnc3c2cnn3-c2ccc(OC)cc2)n1,7,23,-2,11,0,4.1,4,0,-3
CC1(C)CC(NS(=O)(=O)OCC(Cl)(Cl)Cl)c2cc(C#N)ccc2O1 (stereo not drawn),1,-5,-4,1,-1,-3.2,0,3,5
CC(C)OCCCN(C)C1CCN(S(=O)(=O)c2ccc(-c3cc(C(F)(F)F)no3)s2)CC1,-5,4,-1,-6,4,1.2,0,-4,3
Cc1ccc(N2CC(C(=O)OCC(=O)C(C)(C)C)CC2=O)cc1C (stereo not drawn),1,-1,-2,1,0,2.1,-1,10,1
Cc1cccn2c(CN3CCNC(=O)CC3)c(C(=O)N(C)CCc3ccccc3)nc12,1,5,0,5,-1,1.5,0,-4,-6
CC(=O)O[C@H]1C(=O)[C@@]2(C)[C@H]([C@H](OC(=O)c3ccccc3)[C@]3(O)C[C@H](OC(=O)[C@H](O)C(NC(=O)c4ccccc4)c4ccccc4)C(C)=C1C3(C)C)[C@]1(OC(C)=O)CO[C@@H]1C[C@@H]2O (stereo partly drawn),-1,2,-4,5,9,-0.9,-3,3,2
O=C(CCC(=O)OCC(=O)c1ccc(Br)cc1)NC1CCCCC1,-2,3,9,-3,-21,0.0,-1,-3,5
CCOC(=O)c1c(NC(=O)CSc2nnnn2C)sc(C)c1-c1ccc(C)cc1,2,-17,1,8,3,5.0,4,5,-4
CC1(C)CC(=O)C(C=Nc2ccc(C(=O)c3ccccc3)cc2N=CC2=C(O)CC(C)(C)CC2=O)=C(O)C1,-21,-11,-12,3,1,1.4,2,0,-5
CC(=O)c1ccc(NS(=O)(=O)c2cc3c(cc2C)N(C)CCO3)cc1,-6,7,-5,-4,2,2.1,0,-1,2
O=C1c2ccccc2C(=O)c2[nH]c(=O)[nH]c21,-1,-12,4,-16,31*,-0.1,-9,3,9
O=C(CCC(=O)Nc1ccccc1)NCCO,-4,2,-7,4,-1,-0.5,-1,-3,-3
O=C(NC1CCCCCCC1)c1cccnc1,0,1,10,4,-2,1.8,3,2,-11
Cc1ccc2nc(NC(=O)COC(=O)c3ccncc3)sc2c1,0,5,-1,3,-8,-0.6,13,1,3
COc1cc(OC)c(C2=NOC(C(=O)N3CCN(C(=O)c4ccco4)CC3)C2)cc1Cl (stereo not drawn),-4,1,-2,4,4,-1.0,0,-3,-3
COc1cccc(N2CCN(c3ccc4nnc(CCC(=O)Nc5ccccc5OC)n4n3)CC2)c1,0,-8,4,-1,0,2.0,8,1,4
CC(=O)c1cnc2sccn2c1=O,1,18,-1,0,2,1.8,2,-2,0
Cc1ccc(COn2c(-c3ccc(Cl)cc3Cl)nc3ncccc32)cc1,-7,5,9,13,4,1.9,2,5,3
O=C(CN1CCCC1)Nc1cc(C(F)(F)F)cc(C(F)(F)F)c1,-2,3,-1,-1,1,2.0,0,-4,4
Cc1nc(Cl)sc1C(=O)Nc1ccccc1,2,-6,5,-4,-2,1.3,2,-3,-11
C=CC(=C)CC(NC)c1ccccc1 (stereo not drawn),0,-3,-5,-5,1,-2.2,1,-1,2
COc1ccc(CCC(=O)Nc2ccc(C)c([N+](=O)[O-])c2)cc1,-1,-4,-8,12,0,-0.3,8,2,-7
CCOC(=O)C1=C(C)N=c2s/c(=C\c3ccncc3)c(=O)n2C1c1ccc2c(c1)OCO2 (stereo not drawn),16,4,-4,23,-4,1.9,8,2,4
COc1cc(C(=O)Oc2ccc3c(c2)OCC3=O)cc(OC)c1OC,-1,-11,-2,0,2,-1.1,4,-2,-2

# More entries follow.
SMILES,TPT1 inh,procasp7 counter,procasp3 activ,core dimer inh,Fh CTSL1 inh,PP5 inh,AHR activator,PP1 counter,PAFAH2 FP inh
Cc1cc(NC(=O)C2CCCCC2C(=O)O)ccc1NC(=O)c1ccccc1 (stereo not drawn),-3,1,5,-21,5,-0.2,1,2,2
CC(C)N(Cc1ccccc1)C(=O)CCc1ccccc1,-3,8,-12,4,6,0.4,-2,-2,5
Cc1cccc(-c2oc3ccc(-c4ccc5c(c4)OCO5)cc3c2/C=C/c2ccc(N)cc2)c1,0,-10,-18,1,2,-0.1,8,1,-1
O=C(/C=C/c1cccc([N+](=O)[O-])c1)Nc1ccccc1N1CCOCC1,1,6,-4,4,0,-2.2,33,0,4
O=C(Cn1cc[n+](Cc2ccccc2)c1)c1ccc([N+](=O)[O-])cc1,1,8,3,-1,6,1.6,-2,6,-6
CCC(C(=O)OC(C)C(=O)Nc1ccc(Cl)cn1)c1ccccc1 (stereo not drawn),-3,2,5,16,-3,0.5,1,0,0
Cc1ccc(NS(=O)(=O)c2cccc([N+](=O)[O-])c2)nc1,2,2,8,-6,-1,3.1,1,-3,-3
CC(=O)c1c(C)[nH]c(C(=O)OCC(=O)N(C)C)c1C,-1,10,3,-1,0,-1.1,1,-4,2
CCCCn1c(=O)cc(C)n(-c2ccccc2)c1=O,-1,3,1,1,3,-2.5,-3,-1,5
COC(=O)c1c(NC(=O)c2c(OC)cccc2OC)sc2c1C(C(=O)OC)CC2 (stereo not drawn),1,15,-3,8,0,-2.4,12,-2,0
O=[N+]([O-])c1cc(S(=O)(=O)N2CCCC2)ccc1O,-1,-4,1,2,-2,-2.9,1,1,4
COC(=O)c1sccc1-n1cccc1C(=O)C(=O)N1CC(C)OC(C)C1 (stereo not drawn),3,5,-7,-7,-1,1.0,-2,-1,5
O=C(Nc1ccc(F)cc1F)N1CCC(c2nc3ccccc3o2)CC1,3,-7,7,1,-4,-0.9,1,-3,2
CN(CC(=O)Nc1ccc(N2CCOCC2)cc1)C(=O)c1cc(F)c(F)cc1Cl,-1,-4,6,-1,0,-1.3,1,-5,-1
Cc1cc(C)n(-c2ccc(Cl)c(C(=O)O)n2)n1,-6,3,-10,1,1,1.7,0,3,-5
CC(C)C(c1nnnn1C1CCCC1)N1CCc2ccccc21 (stereo not drawn),-2,-11,5,-4,0,6.0,1,2,11
COc1cc(CNCCCN2CCOCC2)ccc1OCC(=O)Nc1cccc(C(F)(F)F)c1,-2,-15,4,-3,-4,-0.1,-3,-6,4
O=C(NCCC1=CCCCC1)C1CCC(CNc2nc(=S)[nH]c3ccccc23)CC1 (stereo not drawn),2,-2,2,10,3,-1.7,2,2,-7
COC(=O)C1=C(C)N(c2ccc(C)cc2)/C(=C/c2cccs2)C1=O,1,-5,1,15,2,1.2,1,1,-1
Cc1nc(OCC(=O)c2ccc(Cl)cc2)c(C#N)c2c1COC(C)(C)C2,-2,5,2,7,-1,1.5,-1,-5,-6
COc1ccc(OC)c(-n2c(=O)c3ccccc3c3ccccc3c2=O)c1,3,2,-1,0,2,2.5,1,-3,-4
CC(C)c1nc2ccccc2n1CCC(=O)O,-5,8,-1,-3,7,2.1,2,-1,-5
Cc1cc(F)ccc1S(=O)(=O)Nc1ccccc1C(=O)Nc1ccccc1N1CCOCC1,-5,6,5,17,-2,1.9,1,5,-12
COc1cccc(CNC(=O)CCN2C(=O)[C@@H]3Cc4ccccc4CN3C2=O)c1,-1,-12,5,-15,1,0.3,0,1,2
COc1cc(C(=O)Nc2ccc(Cl)c(C(F)(F)F)c2)cc(OC)c1OC,0,5,0,1,2,2.3,34,0,-22

# Look-ups from above.
# CCOC(=O)c1c(NC(=O)CSc2nnnn2C)sc(C)c1-c1ccc(C)cc1 – PP5 inh: 5.0
# C=CC(=C)CC(NC)c1ccccc1 (stereo not drawn) – AHR activator: 1
# CC(=O)c1ccc(NS(=O)(=O)c2cc3c(cc2C)N(C)CCO3)cc1 – PP1 counter: -1

# (list continues)
SMILES,TPT1 inh,procasp7 counter,procasp3 activ,core dimer inh,Fh CTSL1 inh,PP5 inh,AHR activator,PP1 counter,PAFAH2 FP inh
CCN(Cc1cnn(C)c1)C(=O)c1ccc2nc(Cc3cccc(Cl)c3)oc2c1,-1,8,4,0,-5,-2.0,1,3,5
CCOc1ccc(-c2n[nH]c(C(=O)NN)c2C)cc1,-4,9,-2,-11,0,3.0,17,0,-4
O=C(CCS(=O)(=O)c1ccccc1)NC1CCCCC1,0,0,6,-9,12,2.1,11,0,0
O=C(COC(=O)/C=C/c1cccc([N+](=O)[O-])c1)Nc1ccc(Cl)cn1,/,9,-2,/,/,0.2,6,11,20
O=C(c1ccccc1)c1cccn1CC(=O)N1CCc2ccccc2C1,-4,-6,11,1,4,-2.0,5,0,7
CCC(=O)Nc1cccc(C2=NOC3(C2)C[C@H](C(N)=O)N(C(=O)c2ccc(Cl)cc2)C3)c1 (stereo partly drawn),-2,11,4,3,-1,0.8,1,2,1
NC(=O)N/N=C/c1cn(CC(=O)Nc2ccc(F)cc2)c2ccccc12,-1,4,8,3,-5,0.2,1,-1,/
Cc1cccc(C(=O)NC(NCc2ccco2)C(Cl)(Cl)Cl)c1 (stereo not drawn),-2,0,-2,-1,0,0.6,1,-1,-11
COc1cc(C2C(C#N)=C(N)Oc3cc(C)oc(=O)c32)ccc1OC(=O)N1CCOCC1 (stereo not drawn),1,2,0,1,-1,0.2,-1,-1,-4
O=C(Nc1ccc(Cl)cc1)N1CCCN(c2ccc(C(F)(F)F)cc2[N+](=O)[O-])CC1,-6,-5,-1,0,-1,12*,20,0,6
CCCC(C(=O)NCc1ccco1)N(C(=O)CNS(=O)(=O)c1ccccc1)c1ccccc1OC (stereo not drawn),2,-3,-2,4,-2,0.2,4,1,15
O=C(CSc1nnc(CNC(=O)c2ccco2)o1)c1ccccc1,0,2,7,-1,6,-0.9,2,-2,0
CN(C)/C(CN1CCN(C=O)CC1)=C1\N=C(c2ccccc2)OC1=O,-4,-9,-1,0,0,0.3,6,-3,3
Cc1cccc(N2CCN(C(=O)c3cc(S(=O)(=O)N(C)C)ccc3N3CCCC3)CC2)c1C,-1,4,1,13,2,2.3,0,9,2
Cc1cccc(C)c1NC(=O)NC1(C(=O)NCCCN2CCOCC2)CCCCC1,-4,1,-1,0,-3,0.6,2,-2,4
COc1ccc(N(CC(=O)Nc2cc(Cl)ccc2OC)S(=O)(=O)c2c(C)noc2C)cc1,-1,5,-3,2,1,1.7,5,2,-4
COc1ccc2oc(C(=O)N3CCN(S(=O)(=O)c4ccc(F)cc4)CC3)c(C)c2c1,/,7,4,/,/,/,-2,/,4

# Full records as entered above:
# CN(C)/C(CN1CCN(C=O)CC1)=C1\N=C(c2ccccc2)OC1=O across the screens: TPT1 inh: -4; procasp7 counter: -9; procasp3 activ: -1; core dimer inh: 0; Fh CTSL1 inh: 0; PP5 inh: 0.3; AHR activator: 6; PP1 counter: -3; PAFAH2 FP inh: 3
# CCC(=O)Nc1cccc(C2=NOC3(C2)C[C@H](C(N)=O)N(C(=O)c2ccc(Cl)cc2)C3)c1 (stereo partly drawn) across the screens: TPT1 inh: -2; procasp7 counter: 11; procasp3 activ: 4; core dimer inh: 3; Fh CTSL1 inh: -1; PP5 inh: 0.8; AHR activator: 1; PP1 counter: 2; PAFAH2 FP inh: 1
